Screening data deposited in PubChem by several laboratories.
OXTR agonist – human OXTR agonists, primary screen, fluorescence, CHO-OTR cells, Fluo-8 calcium. activation, % at 3 µM. AID 2435, 2010. Oxytocin receptor (Homo sapiens), P30559. 0.32% of 320,000 active. Fluo-8 calcium fluorescence; normalized: DMSO 0%, oxytocin 100%;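 active = activation above the mean of all tested compounds plus 3 SD, cutoff set per screening run, cut at about 20% in these data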;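 also: peak over basal fluorescence ratio from a 100 s FLIPR kinetic read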
Target sequence (P30559 whole entry, looked up): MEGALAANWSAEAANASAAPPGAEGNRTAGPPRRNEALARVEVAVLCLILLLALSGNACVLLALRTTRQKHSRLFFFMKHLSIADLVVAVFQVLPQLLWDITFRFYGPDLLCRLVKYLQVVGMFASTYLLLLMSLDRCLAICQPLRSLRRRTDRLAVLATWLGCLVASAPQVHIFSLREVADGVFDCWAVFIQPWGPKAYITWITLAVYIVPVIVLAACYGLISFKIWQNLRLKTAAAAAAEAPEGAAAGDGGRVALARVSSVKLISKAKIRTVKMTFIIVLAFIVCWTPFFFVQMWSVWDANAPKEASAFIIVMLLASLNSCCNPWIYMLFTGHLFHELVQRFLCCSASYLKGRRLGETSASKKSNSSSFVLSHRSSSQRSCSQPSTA
DNA FID counter – compounds displacing fluorescent DNA intercalator, primary screen, artefact control for HCV NS3 helicase inhibitor project, biochemical, FID fluorescence; inhibition, % at 7.9 µM; AID 1845, 2009; DNA fluorescent intercalator displacement; 0.17% of 290,000 active; in the data active = inhibition above about 37%;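 also: 0% = vehicle and 100% = reference compound; higher means more ethidium bromide displaced from hairpin DNA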
VIM-2 inh – VIM-2 metallo-beta-lactamase inhibitors, primary screen, biochemical, epi-absorbance readout, Pseudomonas aeruginosa enzyme. purified VIM-2, nitrocefin hydrolysis, epi-absorbance fluorescence. inhibition, % at 5.6 µM. 0.89% of 290,000 active. AID 1527, 2009;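 active = inhibition above the mean of all tested compounds plus 3 SD, cutoff set per screening run, cut at about 7.5% in these data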;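 also: red hydrolysis product quenches plate fluorescence so inhibitors raise well fluorescence; 0% = enzyme with DMSO and 100% = DMSO without enzyme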
GalR3 antag – GalR3 antagonists in HEK293 cells, primary screen, cell-based, fluorescence readout; inhibition, % at 3 µM; HEK293 GalR3-CNG cAMP membrane potential fluorescence; galR3 body fused to GalR1 C-terminus; Galanin receptor type 3 (Homo sapiens), O60755; 0.44% of 360,000 active;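 active = inhibition above the screen-wide average plus 3 SD, cut at about 13% in these data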;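 also: forskolin and galanin both at EC90 stimulate the cells; cAMP rise reported by CNG channel membrane potential dye signal; 0% = forskolin plus galanin with DMSO and 100% = forskolin alone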
Target sequence (O60755 1-299 limits assumed): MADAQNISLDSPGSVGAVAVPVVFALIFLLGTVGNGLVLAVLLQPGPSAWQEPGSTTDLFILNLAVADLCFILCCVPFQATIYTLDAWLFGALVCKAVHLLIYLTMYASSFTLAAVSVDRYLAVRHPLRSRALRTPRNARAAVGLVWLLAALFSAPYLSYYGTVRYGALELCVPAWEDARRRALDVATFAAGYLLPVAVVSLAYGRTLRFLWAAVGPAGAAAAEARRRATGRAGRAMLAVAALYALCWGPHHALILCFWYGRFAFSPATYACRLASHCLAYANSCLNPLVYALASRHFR
IMP-1 inhibitor – IMP-1 metallo-beta-lactamase inhibitors, primary screen, biochemical, epi-absorbance readout, Pseudomonas aeruginosa enzyme; metallo-beta-lactamase IMP-1 (Pseudomonas aeruginosa); purified IMP-1, nitrocefin hydrolysis, epi-absorbance fluorescence; inhibition, % at 5.6 µM; 0.45% of 290,000 active; AID 1556, 2009;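 active = inhibition above the mean plus 3 SD of all compounds in the same screening run, cut at about 4.5% in these data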;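 also: 0% = IMP-1 with DMSO and 100% = DMSO wells lacking enzyme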
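System: purified IMP-1 / Input: IMP-1 dispensed at 0.2 nM / Medium: 50 mM HEPES pH 7.1, 50 µM ZnSO4, 0.05% Brij 35 / Timing: 15 min enzyme–compound preincubation, then 25 min nitrocefin reaction, 25 °C / Technique: plate fluorescence quenching by hydrolysis product, ex 480/em 530 nm / Repeats: singlicate testing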
HCV NS3 hel inh – inhibitors of HCV NS3 helicase, primary screen, biochemical, Cy5 molecular beacon fluorescence. Hepatitis C virus NS3 helicase. NS3 helicase DNA unwinding. inhibition, % at 10.9 µM. 0.56% of 290,000 active;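 active = inhibition above the mean of all tested compounds plus 3 SD, set per campaign, cut at about 35% in these data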;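 also: 0% = DMSO wells and 100% = thioflavine S control wells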
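Control set: DMSO versus 110 µM thioflavine S; Material: NS3 helicase fragment of HCV; Measured by: Cy5 fluorescence at 0 and 60 min, beacon hairpin quenching; Read-out basis: percent inhibition from t60/t0 fluorescence ratio; Times: reaction time 60 min, 25 °C; Repeats: single replicate; Compound dosing: single dose, 10.9 µM nominal final, DMSO 0.8% final.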
V1aR counter – agonists of human V1a receptor, primary screen, counter-screen for OXTR agonist project, fluorescence, CHO-V1R cells. Vasopressin V1a receptor (Homo sapiens), P37288. Fluo-8 calcium fluorescence, agonist mode; 0% DMSO, 100% 3 nM vasopressin. activation, % at 3 µM. 0.25% of 320,000 active;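 active = activation above the mean activation of all tested compounds plus 3 SD, per screening run, cut at about 20% in these data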;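 also: signal is peak over basal fluorescence ratio across a 100 second FLIPR read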
PHOSPHO1 inh – PubChem AID 1565 | recombinant PHOSPHO1, absorbance phosphatase assay | inhibition, % at 13.3 µM | 1.1% of 290,000 active; in the data active = inhibition above about 60%
Target sequence (Q8TCT1 whole entry, looked up): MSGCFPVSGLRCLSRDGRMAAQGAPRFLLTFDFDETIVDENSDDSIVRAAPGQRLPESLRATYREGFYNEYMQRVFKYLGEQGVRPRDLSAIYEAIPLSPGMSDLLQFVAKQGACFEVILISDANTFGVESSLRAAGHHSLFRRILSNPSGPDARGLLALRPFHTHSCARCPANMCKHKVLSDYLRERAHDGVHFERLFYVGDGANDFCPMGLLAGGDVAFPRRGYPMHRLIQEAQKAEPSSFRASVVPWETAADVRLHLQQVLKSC
GPR7 antag – GPR7 receptor antagonists, primary screen, cell-based, fluorescence, single concentration | GPR7-expressing cells, fluorescence antagonist assay | inhibition, % at 4.4 µM | 1.1% of 290,000 active | AID 1861, 2009; in the data active = inhibition above about 16%, passing the limit was not always enough;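 also: cells stimulated with the agonist NPW; 0% = agonist with vehicle and 100% = vehicle without agonist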
* marks the source's active call; other numbers are inactive results; . = not tested or not shown. Rows are unselected; overall some 4.3% were active at least once.

SMILES	OXTR agonist	DNA FID counter	VIM-2 inh	GalR3 antag	IMP-1 inhibitor	HCV NS3 hel inh	V1aR counter	PHOSPHO1 inh	GPR7 antag
COc1ccc(CCNC(=O)CCCc2nnc3n(C)c(=O)c4sccc4n23)cc1OC	0.3	-15	-4.2	-8	-6.1	9	6.0	22	-2
O=C(NCCC1=CCCCC1)c1ccc(Cl)c(S(=O)(=O)N2CCCCC2)c1	3.9	-35	-1.7	-6	-1.3	3	7.7	38	50*
Cc1cc(C)c(NC(=O)COc2nncc3ccccc23)c(C)c1	-0.5	-9	-0.8	-2	-1.2	15	0.1	-9	-10
Cc1c(C#N)c(O)n(C)c(=O)c1N=Nc1ccc(S(N)(=O)=O)cc1	.	3	10*	-3	-5.2	10	.	-1	-16
COc1c(C)cc(Br)cc1C(=O)O	0.6	6	-3.2	-6	-4.7	6	-0.1	14	-16
COc1ccc(C(=O)NCCN2CCCC2)cc1OC	-0.2	3	-3.2	-6	-3.0	2	-0.6	-7	-2
Cc1ccc2cc(CN(CC(C)C)S(=O)(=O)c3ccccc3)c(=O)[nH]c2c1	-1.5	-22	-1.8	.	2.8	-19	-0.5	24	11
Cc1nc2scc(C)n2c(=O)c1S(=O)(=O)NCCc1ccc(Cl)cc1	-0.5	-14	-1.9	-10	-3.1	6	-0.5	12	-3
CCCOc1ccc(C(C)(O)CN2CCOCC2)cc1 (stereo not given)	0.3	2	-2.4	-3	-2.7	4	6.4	-34	3
COc1ccc2nc3c(nc2c1)CCCC3	-0.6	-2	2.3	-7	0.2	11	5.1	.	0
O=C(NCCc1ccc(Cl)cc1)C1CCC(=O)N(C2CCCCCC2)C1 (stereo not given)	0.0	-45	-2.5	-7	-4.6	3	0.4	34	0
Cc1cc(OCC(=O)Nc2ccc(N3CCN(C)CC3)cc2)ccc1Cl	8.4	17	4.5	1	-3.5	-46	8.1	26	6

Record cards, as listed above. Values in the order: OXTR agonist	DNA FID counter	VIM-2 inh	GalR3 antag	IMP-1 inhibitor	HCV NS3 hel inh	V1aR counter	PHOSPHO1 inh	GPR7 antag
CCCOc1ccc(C(C)(O)CN2CCOCC2)cc1 (stereo not given) across the screens: 0.3	2	-2.4	-3	-2.7	4	6.4	-34	3
Cc1c(C#N)c(O)n(C)c(=O)c1N=Nc1ccc(S(N)(=O)=O)cc1 across the screens: .	3	10*	-3	-5.2	10	.	-1	-16
COc1c(C)cc(Br)cc1C(=O)O across the screens: 0.6	6	-3.2	-6	-4.7	6	-0.1	14	-16
COc1ccc2nc3c(nc2c1)CCCC3 across the screens: -0.6	-2	2.3	-7	0.2	11	5.1	.	0

Other compounds:
SMILES	OXTR agonist	DNA FID counter	VIM-2 inh	GalR3 antag	IMP-1 inhibitor	HCV NS3 hel inh	V1aR counter	PHOSPHO1 inh	GPR7 antag
O=C(N/N=C/c1cc(Cl)ccc1O)c1ccccc1Br	0.8	-3	-5.0	-5	-2.5	-1	2.4	-22	-9
COC(=O)c1cc(C(=O)NCCC(C)C)cc([N+](=O)[O-])c1	-0.8	-3	-3.6	-5	-1.6	-4	0.1	21	-4
CC1(C)CC(=O)C=C(N2CCCC2)C1	0.7	-5	-0.8	-1	-2.3	1	1.2	-24	-11
CCn1ncc(/C=C/C(=O)c2ccccc2)c1C	1.5	-4	-2.2	1	-1.7	-1	2.5	-2	0
CC1(C)CC(CCNC(=O)c2ccco2)CC(C)(C)N1	1.4	-1	1.0	-1	-2.8	1	-0.2	-3	-5
Cc1cc(C(F)(F)F)n2nc(-c3cnn(C)c3C(F)(F)F)cc2n1	-2.5	-1	-3.4	-5	-1.4	3	-1.9	38	-8
CC(NC(=O)CN1C(=O)COc2ccccc21)c1ccccc1 (stereo not given)	-0.7	0	-4.1	1	-2.3	-6	0.6	4	-8
Nc1ccc2oc(-c3cccs3)nc2c1	0.0	4	-1.1	-1	-3.0	2	0.5	2	-2
COc1cccc(-n2nnc3c(=O)n(Cc4ccc(Cl)cc4)cnc32)c1	-0.2	1	-3.0	-6	-4.2	-6	-0.3	-3	-7
O=C(Cc1ccc(Cl)cc1)N1CCN(c2ccc(F)cc2)CC1	0.1	-31	-2.8	-10	-3.0	-9	4.5	.	20
COc1cccc(C(=O)CSc2nnc(COc3cccc4cccnc34)o2)c1	2.7	-23	-4.9	-7	-3.1	-15	2.3	10	-14
CCOC(=O)N1CCN(c2c(N3CCc4ccccc4C3)c(=O)c2=O)CC1	0.2	-18	-0.9	0	-1.8	-3	0.2	6	3

Filtered by structure: the entries above containing a thiophene ring, fused or not.
SMILES	OXTR agonist	DNA FID counter	VIM-2 inh	GalR3 antag	IMP-1 inhibitor	HCV NS3 hel inh	V1aR counter	PHOSPHO1 inh	GPR7 antag
COc1ccc(CCNC(=O)CCCc2nnc3n(C)c(=O)c4sccc4n23)cc1OC	0.3	-15	-4.2	-8	-6.1	9	6.0	22	-2
Nc1ccc2oc(-c3cccs3)nc2c1	0.0	4	-1.1	-1	-3.0	2	0.5	2	-2

Additional results follow.
SMILES	OXTR agonist	DNA FID counter	VIM-2 inh	GalR3 antag	IMP-1 inhibitor	HCV NS3 hel inh	V1aR counter	PHOSPHO1 inh	GPR7 antag
O=C(Cn1nc(C(=O)O)c2ccccc2c1=O)Nc1ccc(F)cc1F	-0.8	-4	1.2	3	-2.0	-1	0.3	30	-7
O=C(NCc1ccc2c(c1)OCO2)C1CCCN1S(=O)(=O)c1ccc(Cl)cc1 (stereo not given)	-1.9	-12	1.3	-5	-0.1	0	-1.0	49	0
COC(=O)c1ccc(OCCCCN2CC(C)OC(C)C2)cc1 (stereo not given)	-0.4	4	-2.2	-2	-1.4	14	0.8	8	-21
Cc1ccc([N+](=O)[O-])cc1NC(=O)C[n+]1ccccc1	0.4	1	-5.8	-7	-3.4	2	0.6	41	-5
CCOC(=O)CNC(=O)CSc1nc2c(C)cccc2cc1CC	-2.5	-23	-1.3	-2	-2.9	2	-0.9	24	2
COc1ccc(-c2ccnc3nc(/N=C/N(C)C)nn23)cc1	-2.9	-8	-2.4	0	-1.5	0	-0.9	49	-6
COc1ccccc1NC(=O)/C=C/c1ccc2c(c1)OCO2	-2.2	-1	2.6	-8	-0.9	0	-1.2	-3	12
CCN(C(=O)Cc1c(C(=O)O)n(CC)c2ccccc12)c1cccc(C(F)(F)F)c1	-0.7	-30	0.1	-9	-1.1	13	1.1	.	1
Cc1ccc(-n2nc3c(c2NC(=O)c2ccc(S(=O)(=O)N4CCOCC4)cc2)CSC3)c(C)c1	0.9	-21	-1.6	.	-1.0	7	1.6	40	9
CC(C)Nc1nc(Oc2cccc(Cl)c2Cl)cc(C(F)(F)F)n1	-0.1	0	-2.9	-7	-3.9	10	0.8	24	-8
CCOC(=O)C(CCCCCCP(=O)(c1ccccc1)c1ccccc1)NC(C)=O (stereo not given)	-0.8	-43	-2.5	7	-3.3	8	-0.1	32	-6
Nc1nc(SCC(=O)N2CCCC2)[nH]c(=O)c1-c1ccccc1	0.1	3	-1.9	-7	-2.2	-10	-0.1	-22	-16

Given as a markdown table: two of the compounds above
| Molecule | OXTR agonist | DNA FID counter | VIM-2 inh | GalR3 antag | IMP-1 inhibitor | HCV NS3 hel inh | V1aR counter | PHOSPHO1 inh | GPR7 antag |
| --- | --- | --- | --- | --- | --- | --- | --- | --- | --- |
| O=C(Cn1nc(C(=O)O)c2ccccc2c1=O)Nc1ccc(F)cc1F | -0.8 | -4 | 1.2 | 3 | -2.0 | -1 | 0.3 | 30 | -7 |
| CCN(C(=O)Cc1c(C(=O)O)n(CC)c2ccccc12)c1cccc(C(F)(F)F)c1 | -0.7 | -30 | 0.1 | -9 | -1.1 | 13 | 1.1 | . | 1 |

The list goes on:
SMILES	OXTR agonist	DNA FID counter	VIM-2 inh	GalR3 antag	IMP-1 inhibitor	HCV NS3 hel inh	V1aR counter	PHOSPHO1 inh	GPR7 antag
Cc1ccc(OCC(=O)NCc2ccccc2)c([N+](=O)[O-])n1	-2.2	3	-1.9	7	-4.3	8	-0.6	1	-11
N#Cc1c(-c2ccccc2)cc(C2CC2)nc1N	3.1	1	1.5	-2	0.1	-7	-1.4	-1	-9
NC(=O)c1ccc(Br)c(S(=O)(=O)N2CCCCC2)c1	0.4	0	-1.6	-5	-3.2	-3	1.3	-27	1
CC1(C)CC(=O)C2=C(C1)N(Cc1cccnc1)C(=O)C2(NC(=O)c1ccc(F)cc1)C(F)(F)F (stereo not given)	0.3	-2	-2.1	11	-0.5	1	-0.3	6	-8
CN(C)C1=NCCN1CCC1CCCC1	1.1	-6	1.8	-4	-1.2	8	-0.6	-19	-2
COc1ccc(/C=C/C(=O)c2cc(F)ccc2OC(=O)c2ccccc2)cc1OC	0.2	-17	-0.5	10	-2.2	-27	-0.2	.	30
Cc1ccc(CS(=O)Cc2ccc(C(=O)N3CCN(C4CCCCC4)CC3)o2)cc1 (stereo not given)	0.2	-8	-2.2	-9	-3.8	8	0.1	21	9
CC1CCN(CCCNC(=O)COc2cc(=O)n(C)c3ccccc23)CC1	7.6	3	1.8	-3	-2.2	8	0.4	14	9
CC(=O)c1cccc(NC(=O)C2CCN(C(=O)c3ccc([N+](=O)[O-])cc3)CC2)c1	0.4	-9	-3.3	-4	-2.3	4	-0.3	29	-1
Cn1cc(CN2CCCCC2C(=O)Nc2ccc(-n3cccn3)cc2)cn1 (stereo not given)	0.6	2	-1.4	-3	-2.6	5	1.4	38	-4
CC(C)CCn1nnnc1C(c1ccc(F)cc1)N1CCC(C(N)=O)CC1 (stereo not given)	0.3	-18	-2.3	-1	-2.6	-3	-0.3	18	6
COc1ccc(C(c2c(N)[nH]c(=S)[nH]c2=O)c2c(N)[nH]c(=S)[nH]c2=O)cc1	-1.3	-6	-2.4	-6	-0.9	6	0.8	-6	1
CN1CCN(C(=S)NC(=O)/C=C/c2ccccc2Cl)CC1	0.0	4	0.2	-10	-0.1	-5	0.4	25	2
Cc1nc(-c2cccnc2)sc1C(=O)Nc1cccc(C(F)(F)F)c1	-2.1	-15	-2.6	-2	-1.4	-13	0.2	33	-15
CCOC(=O)CSc1nnc(-c2cc(OC)c(OC)c(OC)c2)o1	0.4	-4	-1.1	-3	0.1	8	-0.4	33	-1
O=C(NC1CC2CCC1C2)C1CCN(S(=O)(=O)c2ccc(-c3nn[nH]n3)cc2)CC1 (stereo not given)	0.4	-8	-1.8	-6	-3.9	0	0.8	-12	0
